High-throughput results: PubChem BioAssay, National Center for Advancing Translational Sciences (NCATS)
aGal spleen mod: qHTS Assay for Inhibitors and Activators of Human alpha-Galactosidase From Spleen Homogenate; Alpha-galactosidase A (Homo sapiens), P06280; human spleen homogenate, 4MU-alpha-Gal fluorescence, 40 min; Potency, µM (series often up to 80 µM), inactives show at the highest dose activity change, negative = inhibition, actives largely listed as inhibitors; hit rate 0.008% among 240,000; AID 2107, 2009;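 also: potency is read from the fitted curve at half-maximal effect; 0% = enzyme with vehicle and -100% = no enzyme basal signal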
Target sequence (P06280 32-429 limits assumed): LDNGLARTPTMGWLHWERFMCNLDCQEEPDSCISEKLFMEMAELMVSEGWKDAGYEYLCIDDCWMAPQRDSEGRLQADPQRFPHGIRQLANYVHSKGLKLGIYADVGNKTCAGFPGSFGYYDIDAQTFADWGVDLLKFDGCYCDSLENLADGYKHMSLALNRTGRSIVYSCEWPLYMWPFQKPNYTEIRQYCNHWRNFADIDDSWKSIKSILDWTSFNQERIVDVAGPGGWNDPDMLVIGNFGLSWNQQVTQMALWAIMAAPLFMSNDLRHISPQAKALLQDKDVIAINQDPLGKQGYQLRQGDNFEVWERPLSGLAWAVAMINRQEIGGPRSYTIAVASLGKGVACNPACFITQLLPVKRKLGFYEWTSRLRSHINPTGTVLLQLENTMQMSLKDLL
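qHTS titration in buffer at pH 5.0. Alpha-galactosidase activity in spleen homogenate was measured via 4-methylumbelliferone release from 1 mM fluorogenic substrate after 40 min at 37C and a pH 10 stop. AC50 came from Hill fits of control-normalized data.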
Tau FP inhib: qHTS for Inhibitors of Tau Fibril Formation, Fluorescence Polarization. Potency, µM (series often up to 57.7 µM), without a hit: top-dose activity, negative = inhibition, actives largely listed as inhibitors. hit rate 0.39% among 280,000. Microtubule-associated protein tau (Homo sapiens), P10636. K18 P301L tau heparin fibrillization, Alexa594 FP, 6 h. AID 1468, 2008; also: potency is read from the fitted curve at half-maximal effect; % is scaled to controls: 0 for no effect and ±100 for the full control effect; nearly all actives have a fitted effect of over 55% in size
Target sequence (P10636 561-689 P618L limits assumed): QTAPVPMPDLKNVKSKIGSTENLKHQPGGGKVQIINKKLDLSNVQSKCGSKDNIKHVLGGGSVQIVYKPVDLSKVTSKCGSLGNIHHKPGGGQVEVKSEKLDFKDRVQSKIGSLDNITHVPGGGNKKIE
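Steps: dispense K18 P301L tau (15 uM plus 0.24 uM Alexa 594 tracer, final) in pH 7 sodium acetate; add compound; add heparin (20 uM final); incubate 6 hr, 37 C; add ThT (30 uM final); after 1 hr ambient, read FP.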
Epigenetic derep: Quantitative High-Throughput Screen for Regulators of Epigenetic Control; murine LDR cells, GFP reporter derepression, 30 h; Potency, µM (series often up to 53.9 µM), for the others: at the highest dose GFP activation, usual class: activators; hit rate 0.2% among 280,000; AID 1865, 2009; also: potency is read from the fitted curve at half-maximal effect; % of control where 0% means no effect; nearly all actives have a fitted effect of over 60% in size
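Reporter derepression read as number of fluorescent GFP-positive objects, 20-120 um in size, counted by laser-scanning cytometer. Mouse LDR line with an epigenetically silenced CMV-GFP locus; compound incubation 30 h, 37 C.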
Tau fluor counter: Counterscreen qHTS for Inhibitors of Tau Fibril Formation, Fluorescence Polarization; AID 1463, 2008; hit rate 0.93% among 280,000; Potency, µM (doses to about 57.7 µM), without a hit: top-dose activity change, negative = decrease; tau K18 P301L Alexa594 fluorescence, heparin fibrillization; also: potency is read from the fitted curve at half-maximal effect; % is scaled to controls: 0 for no effect and ±100 for the full control effect; nearly all actives have a fitted effect of over 55% in size
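Human tau K18 P301L (15 uM unlabeled, 0.24 uM Alexa 594-labeled) in 100 mM sodium acetate pH 7 with 20 uM heparin, 6 hr at 37 C. ThT 30 uM added, 1 hr ambient; Alexa 594 FP and total fluorescence read at 555/632 nm.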
TRb SRC2 PPI: qHTS for Inhibitors of the Interaction of Thyroid Hormone Receptor and Steroid Receptor Coregulator 2 | Potency, µM (titrated, usually from 106 µM), for the others: at the highest dose activity change, negative = inhibition, most hits filed as inhibitors | Thyroid hormone receptor beta (Homo sapiens), P10828 | hit rate 0.065% among 280,000 | TRbeta-SRC2 peptide binding, fluorescence polarization; receptor liganded with 1 µM T3;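 also: potency is read from the fitted curve at half-maximal effect; plate controls were bound peptide for no effect and peptide without receptor for full effect; nearly all actives have a fitted effect of over 50% in size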
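TRb LBD 0.6 uM + Texas Red SRC2 peptide 20 nM, 1 uM T3, Tris buffer w/ 5% DMSO; compound pinned, 5 h RT; FP read ex 555/em 632; normalized to unbound and bound controls.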
TexasRed fluor: Total Fluorescence Counterscreen for Inhibitors of the Interaction of Thyroid Hormone Receptor and Steroid Receptor Coregulator 2; Potency, µM (highest dose often 106 µM), inactives show at the top dose fluorescence change, negative = quenching; hit rate 0.29% among 280,000; TRb/SRC2 Texas Red total fluorescence interference; active = well fitted curve in either direction with a large enough effect; inconclusive = small, poorly fitted or top-dose-only effect; also: potency is read from the fitted curve at half-maximal effect; % is scaled to controls: 0 for no effect and ±100 for the full control effect
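Flags fluorescent or light-absorbing compounds by total fluorescence, S + 2P, at 555 nm excitation and 632 nm emission. Mixture: 20 nM Texas Red SRC2 peptide, 0.6 uM human TRb LBD, 1 uM T3, 5% DMSO; compound exposure 5 h at ambient temperature.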
CBFb RUNX1 block: qHTS Assay for Compounds Blocking the Interaction Between CBF-beta and RUNX1 for the Treatment of Acute Myeloid Leukemia; AlphaScreen CBFb-His/RUNX1-biotin binding, biochemical; Potency, µM (top dose mostly 59.8 µM), without a hit: top-dose activity, negative = inhibition, usual class: inhibitors; 230,000 tested, under 10 active; also: % of control where 0% means no effect
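AlphaScreen binding: CBFb-His and RUNX1-biotin (30 nM each) preincubated 20 min, compound added for 15 min, then nickel and streptavidin beads for 90 min, all at room temperature. Disruption of the interaction by any mechanism counts as activity.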
NPSR antagonist: qHTS Assay for Antagonists of the Neuropeptide S Receptor: cAMP Signal Transduction | Q6W5P4 | CHO-NPSR cells, cAMP TR-FRET, antagonist mode | Potency, µM (doses to about 38.3 µM), inactives show top-dose activity change, negative = inhibition, usual class: inhibitors | hit rate 1% among 220,000 | AID 1461, 2008; also: potency is read from the fitted curve at half-maximal effect; % is scaled to controls: 0 for no effect and ±100 for the full control effect; nearly all actives have a fitted effect of over 50% in size; many of its hits are not listed in these tables
Target sequence (Q6W5P4 whole entry, looked up): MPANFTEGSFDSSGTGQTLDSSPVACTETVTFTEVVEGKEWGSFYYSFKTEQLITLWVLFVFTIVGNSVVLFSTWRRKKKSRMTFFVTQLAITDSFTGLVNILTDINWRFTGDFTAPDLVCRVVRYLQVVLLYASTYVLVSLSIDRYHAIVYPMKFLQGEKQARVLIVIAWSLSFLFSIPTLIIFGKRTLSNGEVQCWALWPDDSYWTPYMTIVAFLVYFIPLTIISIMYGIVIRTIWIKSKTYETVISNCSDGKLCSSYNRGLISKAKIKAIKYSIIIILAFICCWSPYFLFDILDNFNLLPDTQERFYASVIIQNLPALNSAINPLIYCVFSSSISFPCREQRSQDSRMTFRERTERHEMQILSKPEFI
* marks the source's active call; other numbers are inactive results; [ ] = another dose, or the depositor's remark. Unless noted, calls follow the shape of the dose curve; as a rule, active = well fitted curve in the direction sought with a large enough effect; inconclusive = small, poorly fitted or top-dose-only effect, or another doubt; inactive = no such curve, though single readings can be large; an effect the other way counts as inactive or inconclusive. The list is partial. The share of hits here may be higher or lower than overall.

Results for CCn1cc2nc(SCc3ccccc3)n(Cc3ccc(C)cc3)c(=O)c2n1 ?
Tau FP inhib: 4.7%; Epigenetic derep: -0.8%; Tau fluor counter: -4.2%; TRb SRC2 PPI: 9.7%; TexasRed fluor: -2.1%

How did COc1ccc(C(=O)NCc2nnnn2-c2ccc(C)c(C)c2)cc1 do in these assays?
Tau FP inhib: -16.9%; Epigenetic derep: -1.6%; Tau fluor counter: -14.1%; TRb SRC2 PPI: -1.6%; TexasRed fluor: -1.8%

How did Cc1cc(C)cc(-n2c(C)cc(/C=N/NC(=O)CSc3ncccn3)c2C)c1 do in these assays?
aGal spleen mod: 2.9%; Tau FP inhib: -5.7%; Epigenetic derep: -1.9%; Tau fluor counter: -20.8%; TRb SRC2 PPI: 3.7%; TexasRed fluor: -3.5%; CBFb RUNX1 block: -6.3%; NPSR antagonist: inconclusive

Results for COc1ccc(-n2c(=O)[nH]cc(C(=O)Nc3ccc(NC(C)=O)cc3)c2=O)cc1 ?
aGal spleen mod: -9.1%; Tau FP inhib: 5.1%; Epigenetic derep: 0.0%; Tau fluor counter: 6.0%; TRb SRC2 PPI: -12.4%; TexasRed fluor: -2.2%; CBFb RUNX1 block: 0.0%; NPSR antagonist: -10.9%[46.1 µM]

Results for CCO/C=C/C(O)(CNC(=O)COc1ccccc1F)C(F)(F)F (stereo not given) ?
aGal spleen mod: 9.9%; Tau FP inhib: 1.6%; Epigenetic derep: -0.5%; Tau fluor counter: 4.6%; TRb SRC2 PPI: 5.0%; TexasRed fluor: -1.0%; CBFb RUNX1 block: -3.7%; NPSR antagonist: -1.2%[46.1 µM]

How did Fc1ccccc1CSc1ccc(-c2ccco2)nn1 do in these assays?
aGal spleen mod: 2.0%; Tau FP inhib: -1.0%; Epigenetic derep: -0.3%; Tau fluor counter: -17.5%; TRb SRC2 PPI: -5.4%; TexasRed fluor: -0.9%; CBFb RUNX1 block: -1.0%; NPSR antagonist: -12.1%

What do the screens show for `COc1ccc(CCNC(=O)C2CC(=O)N(C3CCCCCCC3)C2)cc1OC` (stereo not given)?
aGal spleen mod: 6.4%; Tau FP inhib: -3.0%; Epigenetic derep: -0.2%; Tau fluor counter: -2.4%; TRb SRC2 PPI: 1.0%; TexasRed fluor: -4.3%; CBFb RUNX1 block: 4.4%; NPSR antagonist: -8.9%[46.1 µM]

Results for Cc1ccc2c(Cl)cc(Cl)c(OCC(=O)N3CCCC3)c2n1 ?
aGal spleen mod: -5.6%; Tau FP inhib: 0.2%; Epigenetic derep: 2.7%; Tau fluor counter: -5.0%; TRb SRC2 PPI: -9.3%; TexasRed fluor: 1.8%; CBFb RUNX1 block: 0.7%; NPSR antagonist: -14.9%

What do the screens show for `CCCCN(C)C(=O)c1ccc(CS(=O)(=O)c2ccccc2C)o1`?
aGal spleen mod: 2.3%; Tau FP inhib: 1.4%; Epigenetic derep: -1.0%; Tau fluor counter: -5.4%; TRb SRC2 PPI: 3.2%; TexasRed fluor: -3.2%; CBFb RUNX1 block: -4.3%; NPSR antagonist: -2.3%[46.1 µM]

How did Cc1ccccc1Nc1c(-c2c[nH]c3ccccc23)nc2cccc(C)n12 do in these assays?
Tau FP inhib: -0.3%; Epigenetic derep: 0.4%; Tau fluor counter: -28.4%; TRb SRC2 PPI: 10.7%; TexasRed fluor: 2.7%

How did Cc1nc2nc(SCC(=O)C(C)(C)C)[nH]c2cc1Br do in these assays?
aGal spleen mod: -2.2%; Tau FP inhib: -6.9%; Epigenetic derep: 0.0%; Tau fluor counter: -10.2%; TRb SRC2 PPI: 2.1%; TexasRed fluor: 2.4%; CBFb RUNX1 block: 4.3%; NPSR antagonist: -28.6%[46.1 µM]

Results for Cc1cc(C)c(C)c(OCCOCCN2CCN(C)CC2)c1 ?
aGal spleen mod: 6.7%; Tau FP inhib: -4.5%; Epigenetic derep: 0.0%; Tau fluor counter: 5.2%; TRb SRC2 PPI: 8.0%; TexasRed fluor: 0.3%; CBFb RUNX1 block: inconclusive; NPSR antagonist: 12.1%

How did CCn1c(/C=C/N(C)c2ccccc2)[n+](CC)c2ccc(Cl)cc21 do in these assays?
aGal spleen mod: -3.0%; Tau FP inhib: -1.9%; Epigenetic derep: 7.3%; Tau fluor counter: -9.9%; TRb SRC2 PPI: -7.2%; TexasRed fluor: -1.8%; CBFb RUNX1 block: 5.3%; NPSR antagonist: -7.4%[46.1 µM]

How did Cc1cccc(C)c1NC(=S)N/N=C/c1ccccc1C(=O)O do in these assays?
aGal spleen mod: 4.9%; Tau FP inhib: -10.5%; Epigenetic derep: -0.9%; Tau fluor counter: -8.8%; TRb SRC2 PPI: -8.5%; TexasRed fluor: 0.2%; CBFb RUNX1 block: 6.4%; NPSR antagonist: -5.1%

How did COc1cccc(F)c1C(=O)NC(=O)Nc1ccc2nc(C)oc2c1 do in these assays?
aGal spleen mod: 7.1%; Tau FP inhib: inconclusive; Epigenetic derep: 2.5%; Tau fluor counter: inconclusive; TRb SRC2 PPI: -26.2%; TexasRed fluor: inconclusive; CBFb RUNX1 block: inconclusive; NPSR antagonist: 3.4%

How did CCC1CCCCN1CCCNC(=O)c1[nH]c2ccccc2c1Sc1ccc(Cl)cc1 (stereo not given) do in these assays?
Tau FP inhib: inconclusive; Epigenetic derep: 6.2%; Tau fluor counter: inconclusive; TRb SRC2 PPI: 7.8%; TexasRed fluor: 1.1%

What do the screens show for `CCc1cccc(NC(=O)CSc2nncn3c2cc2sccc23)c1`?
Tau FP inhib: -14.9%; Epigenetic derep: -0.3%; Tau fluor counter: -7.3%; TRb SRC2 PPI: 2.3%; TexasRed fluor: -2.8%

Results for Cn1nccc1NC(=O)CSCC(=O)O ?
aGal spleen mod: 1.2%; Tau FP inhib: -2.5%; Epigenetic derep: 2.4%; Tau fluor counter: 7.0%; TRb SRC2 PPI: -5.4%; TexasRed fluor: 0.3%; CBFb RUNX1 block: 0.8%; NPSR antagonist: -13.4%

Results for CC(C)OC(=O)c1c(NC(=O)c2cnn3c2NC(c2ccccc2)CC3C(F)(F)F)sc2c1CCCC2 (stereo not given) ?
aGal spleen mod: 6.1%; Tau FP inhib: -5.9%; Epigenetic derep: 0.6%; Tau fluor counter: -11.3%; TRb SRC2 PPI: -1.9%; TexasRed fluor: 0.0%; CBFb RUNX1 block: 4.1%; NPSR antagonist: 1.9%[46.1 µM]

Results for COc1ccccc1N1CCN(C(=O)Cn2nnc(-c3ccncc3)n2)CC1 ?
aGal spleen mod: 1.5%; Tau FP inhib: 3.9%; Epigenetic derep: -0.7%; Tau fluor counter: -4.2%; TRb SRC2 PPI: -10.1%; TexasRed fluor: 2.9%; CBFb RUNX1 block: -7.0%; NPSR antagonist: 6.7%[46.1 µM]

How did CCn1c(=O)c2sccc2n2c(CCC(=O)Nc3ccc(OC)c(Cl)c3)nnc12 do in these assays?
Tau FP inhib: -4.1%; Epigenetic derep: 1.1%; Tau fluor counter: -6.9%; TRb SRC2 PPI: -1.7%; TexasRed fluor: 4.4%

How did CCc1ccccc1NC(=O)c1ccc2nc(CCc3ccccc3)oc2c1 do in these assays?
Tau FP inhib: -8.3%; Epigenetic derep: 3.4%; Tau fluor counter: -11.7%; TRb SRC2 PPI: 0.6%; TexasRed fluor: -2.3%

Results for COCCNC(=O)CS(=O)Cc1nc(-c2ccccc2C)oc1C (stereo not given) ?
aGal spleen mod: 1.5%; Tau FP inhib: 0.3%; Epigenetic derep: 2.7%; Tau fluor counter: -0.9%; TRb SRC2 PPI: 6.0%; TexasRed fluor: 0.0%; CBFb RUNX1 block: -0.9%; NPSR antagonist: 7.8%[46.1 µM]

What do the screens show for `CCc1c(CN2CCN(c3cccc(C)c3)C(C)C2)csc1C` (stereo not given)?
Tau FP inhib: 11.9%; Epigenetic derep: 5.6%; Tau fluor counter: -14.7%; TRb SRC2 PPI: 7.3%; TexasRed fluor: -1.7%

Results for COC(=O)c1c(NC(=O)/C=C/C(=O)O)sc(C)c1-c1ccc(C)c(C)c1 ?
aGal spleen mod: 1.1%; Tau FP inhib: 10.3%; Epigenetic derep: 1.1%; Tau fluor counter: 5.8%; TRb SRC2 PPI: -5.6%; TexasRed fluor: -0.4%; CBFb RUNX1 block: -0.6%; NPSR antagonist: -55.0%

What do the screens show for `CC(=O)Nc1ccc(N(C)C)cc1[N+](=O)[O-]`?
aGal spleen mod: -0.5%; Tau FP inhib: inconclusive; Epigenetic derep: -0.2%; Tau fluor counter: -12.2%; TRb SRC2 PPI: -4.1%; TexasRed fluor: -0.7%; CBFb RUNX1 block: -10.7%; NPSR antagonist: inconclusive

How did CCc1ccc(NC(=O)/C(C#N)=C\c2ccc(OC)c(C(=O)O)c2)cc1 do in these assays?
aGal spleen mod: 3.0%; Tau FP inhib: 4.7%; Epigenetic derep: -0.1%; Tau fluor counter: 6.1%[2.34 µM]; TRb SRC2 PPI: -5.5%; TexasRed fluor: -1.0%; CBFb RUNX1 block: -4.1%; NPSR antagonist: 4.1%

Quoted at random: two compounds from above, in no set order.
How did Cc1nc2nc(SCC(=O)C(C)(C)C)[nH]c2cc1Br do in these assays?
aGal spleen mod: -2.2%; Tau FP inhib: -6.9%; Epigenetic derep: 0.0%; Tau fluor counter: -10.2%; TRb SRC2 PPI: 2.1%; TexasRed fluor: 2.4%; CBFb RUNX1 block: 4.3%; NPSR antagonist: -28.6%[46.1 µM]

How did COc1ccc(C(=O)NCc2nnnn2-c2ccc(C)c(C)c2)cc1 do in these assays?
Tau FP inhib: -16.9%; Epigenetic derep: -1.6%; Tau fluor counter: -14.1%; TRb SRC2 PPI: -1.6%; TexasRed fluor: -1.8%
